Nrf2 inh: Nrf2 qHTS screen for inhibitors. A549 ARE-Fluc reporter, luciferase luminescence, 18-24 h. Potency, µM (highest dose often 46 µM), for the others: at the top dose activity change, negative = inhibition, usual class: inhibitors. 360,000 compounds, 2.1% hits; also: potency is read from the fitted curve at half-maximal effect; % is scaled to controls: 0 for no effect and ±100 for the full control effect; nearly all actives have a fitted effect of over 60% in size
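Concentration-response testing used A549 ARE_Fluc cells at 5000 cells/well. Following an 18-24 h compound incubation, viability was read by fluorescence (Ex 405/Em 525) and luciferase output by luminescence.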
HepG2 tox: qHTS for Inhibitors of TGF-b: Cytotox Counterscreen; HepG2 CAGA-GFP viability, ATP luminescence, 18 h; Potency, µM (titrated, usually from 46.1 µM), without a hit: top-dose activity change, negative = cytotoxicity, actives largely listed as cytotoxic; 410,000 compounds, 0.76% hits; also: potency is read from the fitted curve at half-maximal effect; some results filed as inactive show a strong effect at the top dose
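CellTiter-Glo luminescence gave cytotoxicity after 18 hours at 37 degrees C. The cells were HepG2 CAGA-GFP in 1% FBS DMEM, stimulated with 500 pg/mL TGF-beta after compound addition. %Activity was normalised to no-cell wells (complete cell-killing) and DMSO (no toxicity), and curves were fitted and classified.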
A549 viability: Nrf2 qHTS screen for inhibitors: counterscreen for cytotoxicity | 390,000 compounds, 0.16% hits | A549 ARE-Fluc cells, CellTiter-Fluor viability, 18-24 h | Potency, µM (titrated, usually from 46 µM), for the others: at the highest dose activity change, negative = cytotoxicity, actives largely listed as inhibitors; also: potency is read from the fitted curve at half-maximal effect; % is scaled to controls: 0 for no effect and ±100 for the full control effect
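A549 ARE_Fluc cells in 5% FBS OPTI-MEM were exposed to compounds in concentration-response for 18-24 h at 37 deg C. Viability was read by CellTiter-Fluor fluorescence (Ex 405/Em 525) after 30 min, before the luciferase read.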
TGFb SMAD3 inh: qHTS for Inhibitors of TGF-b; 410,000 compounds, 1.2% hits; HepG2 CAGA-GFP TGF-b/SMAD3 reporter, GFP fluorescence, 18 h; TGF-beta stimulated, 500 pg/mL final; Potency, µM (highest dose often 46.1 µM), for the others: at the highest dose activity, negative = inhibition, most hits filed as inhibitors; AID 588855, 2011; also: potency is read from the fitted curve at half-maximal effect; % is scaled to controls: 0 for no effect and ±100 for the full control effect; nearly all actives have a fitted effect of over 65% in size
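HEPG2 CAGA-GFP, 1000 cells/well; 2 h settle, 37 C; cpd via pin tool; TGF-b 500 pg/mL final; 18 h, 37 C; GFP imaging ex488/em500-530; %Activity normalised to -TGF-b and +DMSO controls; CRC fit, curve class.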
MmCpn inh: Inhibitors of TCP-1 ring complex (TRiC) of Methanococcus maripaludis (MmCpn): qHTS; Potency, µM (highest dose often 76.9 µM), for the others: top-dose activity, negative = inhibition, usual class: inhibitors; purified Mm-Cpn ATPase, ADP Transcreener TR-FRET; 330,000 compounds, 0.031% hits; Chaperonin Mm-Cpn (Methanococcus maripaludis); also: potency is read from the fitted curve at half-maximal effect; % is scaled to controls: 0 for no effect and ±100 for the full control effect; nearly all actives have a fitted effect of over 80% in size
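Reaction buffer contained 30 mM Tris pH 7.4, 100 mM KCl, 5 mM MgCl2 and 1 mM DTT. Mm-CPN (25 nM final) hydrolysed 10 uM ATP over 30 min at 37°C; ADP was read by HTRF.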
CCT modulator: High-Throughput Screening for Modulators of Cytosolic Chaperonin Activity. purified chaperonin ATPase assay, HTRF ADP detection, 30 min. activity change, % (test concentration not listed), hits read low. 360,000 compounds, 0.3% hits. AID 651819, 2012; in the data active = activity change below about -30%; also: % is scaled to controls: 0 for no effect and ±100 for the full control effect
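First, chaperonin was dispensed at 40 nM or 20 nM final depending on batch activity. Next, compounds were pinned at 76 uM and ATP added at 10 uM. After 30 min at 37 °C, ADP detection reagents ran 30 min at ambient temperature.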
S2 tox: Viability Counterscreen for Primary qHTS for Inhibitors of ATXN expression; S2 cells (HEK-293 line with an ATXN2-luciferase reporter) viability, CellTiter-Fluor protease fluorescence, 24 h; Potency, µM (titrated, usually from 56.7 µM), usual class: cytotoxic; 400,000 compounds, 0.49% hits; also: potency is read from the fitted curve at half-maximal effect; nearly all actives have a fitted effect of over 40% in size
Nrf2 ARE act: qHTS of Nrf2 Activators; AID 624171, 2012; AREc32 ARE-luciferase reporter (MCF7-derived line), luminescence, 24 h; Potency, µM (titrated, usually from 46.1 µM), inactives show at the highest dose activation, most hits filed as activators; 410,000 compounds, 0.31% hits; also: potency is read from the fitted curve at half-maximal effect; % of control where 0% means no effect; nearly all actives have a fitted effect of over 65% in size
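AREc32 cells carrying an ARE-driven firefly luciferase reporter were seeded at 1000 cells/well in OPTI-MEM with 5% FBS, then exposed to compound for 24 hr at 37 deg C. Luminescence was read with Steady-Glo after 30 min at RT.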
Akt phos inh: HTS Assay for Inhibitors of Akt Phophorylation: Primary Screen; 360,000 compounds, 0.32% hits; activity change, % for hits at 50 µM; Neuro2A IGF-stimulated pAkt S473 HTRF, 20 min; stronger effect = lower value; AID 651550, 2012; in the data active = activity change below about -80%; inconclusive = mostly about -51% to -80%; also: % is scaled to controls: 0 for no effect and ±100 for the full control effect
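Neuro2A cells in DMEM with 0.5% FBS, overnight at 37 deg C, given compound at single 50 µM final, then IGF (6 nM final) for 20 min at 37 deg C. Lysed; phospho-Akt Ser473 by HTRF after 24 h, 665/615 ratio.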
* = called active by the depositor; i = inactive; u = inconclusive; x = no result given; & = joins results of further samples. Unless noted, calls follow the shape of the dose curve; as a rule, active = well fitted curve in the direction sought with a large enough effect; inconclusive = small, poorly fitted or top-dose-only effect, or another doubt; inactive = no such curve, though single readings can be large; an effect the other way counts as inactive or inconclusive. Hits appear at their usual frequency; any-hit rate near 4.4%.

| SMILES | Nrf2 inh | S2 tox | Akt phos inh | HepG2 tox | A549 viability | Nrf2 ARE act | TGFb SMAD3 inh | CCT modulator | MmCpn inh |
| --- | --- | --- | --- | --- | --- | --- | --- | --- | --- |
| O=c1[nH]c(=S)[nH]c2c1C(c1ccccc1)OC(C1CCCCC1)C2 (stereo not drawn) | x | u | i | x | x | 1.2% | x | 1.2 | x |
| Cc1ccc(OCC(=O)Nc2ccc(OCc3cc(=O)n4ccsc4n3)cc2)cc1C | 8% | i | x | 7% | -7% | -1.0% | -3% | x | x |
| Cc1ccnc(NC(=O)COc2ccc3c(c2)CCC3)c1 | u | i | i | -6% | 0% | 3.7% | 19% | 0.9 | 0% |
| O=C(NCC1CCN(Cc2cccc(Cl)c2)CC1)Nc1cc(Cl)ccc1Cl | u | u | x | -90% | 0% | 0.0% | u | x | x |
| COc1ccccc1NC(=O)CSCc1cc(=O)c2cccc(Cl)c2[nH]1 | x | u | x | 0% | -1% | 7.5% | 0% | x | x |
| CCN(CC)C(=O)CC(c1ccc(F)cc1)c1ccco1 (stereo not drawn) | x | i | i | -36% | 6% | 3.3% | -7% | 1.3 | -4% |
| C=CCN(CC=C)C(=O)c1cc2ccccc2c(=O)o1 | -9% | i | i | -7% | -1% | 0.0% | -7% | -1.3 | 0% |
| O=C(O)c1cccc(Cn2c(Cl)c(/C=N/NC(=O)c3ccccc3Cl)sc2=O)c1 | 12% | u | i | 16% | 0% | -0.1% | -15% | -1.4 | 2% |
| C#CCSc1nnc(CNS(=O)(=O)c2ccc(Br)cc2)n1C | 1% | i | i | -1% | 0% | 0.4% | 6% | 0.9 | -1% |
| COc1ccc(N2CCN(CCNC(=O)c3ccc(NC(=O)C4CCCO4)cc3)CC2)cc1 (stereo not drawn) | -12% | i | i | -16% | -2% | -0.1% | 0% | -3.4 | 0% |
| COc1ccc(OCC(=O)Nc2nonc2NC(=O)COc2ccc(OC)cc2)cc1 | 3% | i | i | 9% | -3% | 0.0% | 15% | 0.3 | 0% |
| COc1ccc2nc(SCC(=O)NCc3ccc(F)cc3)[nH]c2c1 | u | i | i | -2% | -2% | 1.8% | -23% | -1.5 | 1% |
| CCOc1ccc(-n2nc(CO)c(C(=O)NCCCc3ccccc3)n2)cc1 | 24% | x | x | -28% | 3% | 7.3% | u | x | x |
| O=C1NN(c2ccccc2)C(=O)C1=Cc1ccccc1O | x | i | i | -65% | x | 0.3% | -3% | -3.1 | x |
| NC(=O)NC(=O)CSc1nc2sc(-c3ccccc3)cc2c(=O)n1-c1ccccc1 | u | i | i | -14% | -12% | 2.7% | 11% | 1.2 | u |
| Cc1ccc(CCNC(=O)c2ccc3c(c2)N(Cc2cccc(F)c2)C(=O)c2ccccc2S3)cc1 | x | i | x | -3% | 0% | 1.0% | 14% | x | x |
| Cc1ccc(C(=O)NCc2ccc(F)cc2)cc1NC1=NC2CS(=O)(=O)CC2S1 (stereo not drawn) | 0% | i | i | 5% | -3% | -0.8% | 10% | -1.0 | 1% |
| CCN(CC)CCNC(=O)C1(O)c2cc(Br)ccc2NC(=O)N1c1c(F)cccc1F (stereo not drawn) | 4% | i | i | 5% | -2% | -1.1% | 3% | -0.6 | -23% |
| Cc1cccc(Cn2cnc3c(sc4nc(C)cc(C)c43)c2=O)c1 | -22% | i | i | 11% | -3% | 0.3% | 4% | -12 | -9% |
| COc1cc(/C=C2/C(=O)ON=C2C)ccc1OCc1cccc(F)c1 | 4% | u | i | -20% | 11% | 13% | -5% | 0.2 | -1% |
| COc1cccc(C(=O)NCCC2=CCCCC2)c1 | u | i | i | -9% | -9% | -0.9% | 2% | 0.2 | 1% |
| Cc1ccc(S(=O)(=O)N2CCN(c3cc(-c4cccs4)nc4ccccc34)CC2)cc1 | 8% | x | x | -19% | 11% | x | 7% | x | x |
| CC(=O)Oc1ccc(N2C(=O)C3C4C=CC(CC4)C3C2=O)cc1[N+](=O)[O-] (stereo not drawn) | 2% | i | i | 8% | 0% | -0.5% | 13% | 0.0 | 2% |
| CCc1c(C(=O)NCc2ccc3c(c2)OCO3)[nH]c(C)c1C(C)=O | -17% | x | x | -7% | -17% | 2.7% | -14% | 3.0 | 0% |
| O=C(Nc1ccc(O)cc1C(=O)O)c1cccs1 | -10% | i | i | 1% | 1% | 0.1% | 9% | 0.2 | -1% |

Filtered by structure: those above with a thiophene ring, fused or not (four)
| SMILES | Nrf2 inh | S2 tox | Akt phos inh | HepG2 tox | A549 viability | Nrf2 ARE act | TGFb SMAD3 inh | CCT modulator | MmCpn inh |
| --- | --- | --- | --- | --- | --- | --- | --- | --- | --- |
| NC(=O)NC(=O)CSc1nc2sc(-c3ccccc3)cc2c(=O)n1-c1ccccc1 | u | i | i | -14% | -12% | 2.7% | 11% | 1.2 | u |
| Cc1cccc(Cn2cnc3c(sc4nc(C)cc(C)c43)c2=O)c1 | -22% | i | i | 11% | -3% | 0.3% | 4% | -12 | -9% |
| Cc1ccc(S(=O)(=O)N2CCN(c3cc(-c4cccs4)nc4ccccc34)CC2)cc1 | 8% | x | x | -19% | 11% | x | 7% | x | x |
| O=C(Nc1ccc(O)cc1C(=O)O)c1cccs1 | -10% | i | i | 1% | 1% | 0.1% | 9% | 0.2 | -1% |

The listing continues.
| SMILES | Nrf2 inh | S2 tox | Akt phos inh | HepG2 tox | A549 viability | Nrf2 ARE act | TGFb SMAD3 inh | CCT modulator | MmCpn inh |
| --- | --- | --- | --- | --- | --- | --- | --- | --- | --- |
| COc1ccc(Cc2noc(CN3CCC(c4ccncc4)CC3)n2)cc1OC | -55% | i | i | 11% | 0% | 2.3% | -9% | 0.7 | 0% |
| Cc1cc(C(N)=O)nn1-c1c(Cl)cc(Cl)cc1Cl | 18% | i | i | -1% | -16% | -0.6% | 9% | -0.7 | 0% |
| COc1ccc(C2CC(c3c(-c4ccccc4)c4cc(Cl)ccc4[nH]c3=O)=NN2C(=O)CCC(=O)O)cc1 (stereo not drawn) | 2% | i | i | 26% | -1% | -0.2% | 17% | -4.7 | 0% |
| COc1cc(C(c2sc3nc(C)nn3c2O)N2CCC3(CC2)OCCO3)cc(OC)c1OC (stereo not drawn) | 15% | i | i | -7% | -1% | 0.6% | -4% | 0.0 | 2% |
| COC(=O)c1ccc(C2C(C(C)=O)=C(O)C(=O)N2CCO)cc1 (stereo not drawn) | 10% | i | i | 7% | 1% | -0.8% | -17% | -1.9 | -9% |
| O=C(CCN1CCN(S(=O)(=O)c2ccc(Cl)cc2)CC1)Nc1ccccc1F | -17% | i | i | 0% | 5% | 1.8% | -5% | -1.0 | 0% |
| CCOC(=O)Cc1csc(NC(=O)CC)n1 | -9% | i | i | -19% | -1% | -0.5% | -3% | -6.1 | 3% |
| Cc1ccc(N2CCN(C(=O)c3ccccc3F)CC2)c(C)c1 | -1% | u | i | -15% | 3% | -0.5% | -26% | 0.7 | 1% |
| COC(=O)C(=N/Nc1ccccc1C(=O)OC)/C(C)=N/O | u | i | i | 0% | -10% | 2.7% | -6% | -4.5 | 0% |
| CC(C)CNC(=O)/C=C/C(=O)O | 8% | i | i | -2% | -22% | 0.2% | -3% | -0.1 | -1%&1% |
| COc1cc(C(=O)OCC(=O)N(C)C)cc(NC(=O)c2ccco2)c1OC | 3% | i | i | -1% | 1% | 2.4% | 9% | -1.4 | -1% |
| Cc1cccc(C)c1NC(=O)C(=O)NCCOc1ccc(Cl)cc1 | -13% | i | i | -15% | -6% | 0.2% | -9% | -2.1 | 2% |
| Cc1ccc(-c2noc(CN3CCCCC3)n2)cc1 | u | i | i | -20% | 6% | -0.4% | -14% | -2.7 | -2% |
| O=Cc1c(NCc2ccco2)nc2ccccn2c1=O | 3% | i | i | 9% | -6% | u | -12% | 0.9 | 0% |
| CSc1ncc(Cl)c(C(=O)Nc2ccc(NC(C)=O)cc2)n1 | -3%&-11% | i | i | 13%&-4% | 1%&-8% | -0.3%&-0.7% | 12%&-8% | -0.3 | 0% |
| CN(C)CCCOC(=O)C1c2ccccc2Oc2ccccc21 | -2% | i | i | -10% | -3% | 0.2% | -2% | 0.8 | 0% |
| CCOC(=O)c1[nH]c(C)c(C(=O)Nc2ccccc2C)c1C | 8% | i | i | -1% | 8% | -2.4% | -15% | -2.7 | 1% |
| Cc1ccc2cc3cc(C(=O)N4CCN(c5ccccc5)CC4)sc3nc2c1 | 16% | i | x | -2% | -2% | -0.8% | 17% | x | x |
| CCc1cccc(CC)c1NC(=O)CO/N=C(\N)CC(=O)NC1CCCCC1 | -4% | i | i | 4% | -3% | 0.1% | 0% | -0.2 | -2% |
| O=C(O)/C=C/C(=O)Nc1ccc(C(=O)c2ccccc2)cc1 | -14% | i | i | -2% | -3% | -1.0% | 2% | 0.6 | -4% |
| Cc1cc(Cl)ccc1OCC(=O)N(Cc1ccco1)Cc1ccco1 | -19% | x | x | -25% | 4% | 6.4% | -30% | x | x |
| COc1ccc(NC(=S)Nn2cnnc2)c(OC)c1 | -11% | i | i | 3% | -3% | -0.5% | -1% | 0.0 | 1% |
| Cc1cc(C)cc(OCc2cc(=O)n3cc(C)sc3n2)c1 | 9% | i | x | 4% | -2% | -0.6% | 9% | x | x |
| Cc1ccc(NC(=O)CNC(=O)c2ccc(OC(F)F)cc2)cc1S(=O)(=O)N1CCCCCC1 | u | u | i | -29% | u | 0.5% | u | -0.6 | x |

High-throughput results as filed in PubChem BioAssay.
